# SUMO1-SIM PPI: modulators of SUMO1 protein-protein interactions, primary screen, biochemical, uHTS; AID 602429, 2012; SUMO1 binding to a labelled peptide, TR-FRET, 1 h; actives 0.33% (n = 360,000); Small ubiquitin-related modifier 1 (Homo sapiens), P63165; inhibition, % at 20 µM; in the data active = inhibition above about 37%
# Tb MetRS inh: T. brucei MetRS inhibitors, primary screen, biochemical, luminescence; methionyl-tRNA synthetase (Trypanosoma brucei brucei); purified T. brucei MetRS, ATP depletion, Kinase-Glo luminescence; inhibition, % at 11.9 µM; actives 0.4% (n = 360,000);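 active = inhibition above a per-plate cutoff of the control wells' mean inhibition plus 3 SD, cut at about 5.5% in these data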;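 also: 0% = DMSO wells median and 100% = median of wells with control inhibitor compound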
#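 Material – parasite MetRS enzyme · Medium – HEPES-MgCl2-KCl buffer plus DTT, spermine, BSA, pyrophosphatase · Reagent – ATP, methionine and E. coli bulk tRNA substrates · Times – 15 min enzyme-compound preincubation, 2 h reaction, 10 min detection, 25 °C · Measured by – luminescence of leftover ATP · Evaluation – percent inhibition relative to median high and low control wells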
# CSN deneddyl inh: inhibitors of CSN-mediated cullin deneddylation, primary screen, biochemical, fluorescence polarization, uHTS; COP9 signalosome complex subunit 5 (Homo sapiens), Q92905; Purified CSN, SCF-Nedd8-OG deneddylation; inhibition, % at 12.5 µM; actives 0.38% (n = 360,000); AID 651999, 2013;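 active = pattern-corrected inhibition above about 35%, with an unprinted fluorescence ratio check between 0.5 and 1.5, limit read from the data, passing the limit was not always enough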;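 also: 0% = enzyme with substrate and 100% = substrate without enzyme; some results filed as inactive read as strong as hits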
#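 Assay system: HEK293T-derived human Csn5 enzyme; quantity: 0.24 nM enzyme; medium: Tris/NaCl/DTT buffer, pH 7.5; also added: substrate SCFSkp2-Nedd8OG, 10 nM; doses: 12.5 µM compound; schedule: 90 min reaction at room temperature; signal: FP; read-out: % inhibition of substrate cleavage by Csn5; benchmarks: substrate-only high control, full reaction low control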
# DNMT1 inh: human DNMT1 methyltransferase inhibitors, primary screen, biochemical, molecular beacon, fluorescence, HinP1I cleavage, uHTS | inhibition (reported as % activation of signal), % at 10 µM | DNA (cytosine-5)-methyltransferase 1 (Homo sapiens), P26358 | actives 0.83% (n = 360,000) | AID 588458, 2011; in the data active = inhibition above about 50%
# Target sequence (P26358 504-1616 limits assumed): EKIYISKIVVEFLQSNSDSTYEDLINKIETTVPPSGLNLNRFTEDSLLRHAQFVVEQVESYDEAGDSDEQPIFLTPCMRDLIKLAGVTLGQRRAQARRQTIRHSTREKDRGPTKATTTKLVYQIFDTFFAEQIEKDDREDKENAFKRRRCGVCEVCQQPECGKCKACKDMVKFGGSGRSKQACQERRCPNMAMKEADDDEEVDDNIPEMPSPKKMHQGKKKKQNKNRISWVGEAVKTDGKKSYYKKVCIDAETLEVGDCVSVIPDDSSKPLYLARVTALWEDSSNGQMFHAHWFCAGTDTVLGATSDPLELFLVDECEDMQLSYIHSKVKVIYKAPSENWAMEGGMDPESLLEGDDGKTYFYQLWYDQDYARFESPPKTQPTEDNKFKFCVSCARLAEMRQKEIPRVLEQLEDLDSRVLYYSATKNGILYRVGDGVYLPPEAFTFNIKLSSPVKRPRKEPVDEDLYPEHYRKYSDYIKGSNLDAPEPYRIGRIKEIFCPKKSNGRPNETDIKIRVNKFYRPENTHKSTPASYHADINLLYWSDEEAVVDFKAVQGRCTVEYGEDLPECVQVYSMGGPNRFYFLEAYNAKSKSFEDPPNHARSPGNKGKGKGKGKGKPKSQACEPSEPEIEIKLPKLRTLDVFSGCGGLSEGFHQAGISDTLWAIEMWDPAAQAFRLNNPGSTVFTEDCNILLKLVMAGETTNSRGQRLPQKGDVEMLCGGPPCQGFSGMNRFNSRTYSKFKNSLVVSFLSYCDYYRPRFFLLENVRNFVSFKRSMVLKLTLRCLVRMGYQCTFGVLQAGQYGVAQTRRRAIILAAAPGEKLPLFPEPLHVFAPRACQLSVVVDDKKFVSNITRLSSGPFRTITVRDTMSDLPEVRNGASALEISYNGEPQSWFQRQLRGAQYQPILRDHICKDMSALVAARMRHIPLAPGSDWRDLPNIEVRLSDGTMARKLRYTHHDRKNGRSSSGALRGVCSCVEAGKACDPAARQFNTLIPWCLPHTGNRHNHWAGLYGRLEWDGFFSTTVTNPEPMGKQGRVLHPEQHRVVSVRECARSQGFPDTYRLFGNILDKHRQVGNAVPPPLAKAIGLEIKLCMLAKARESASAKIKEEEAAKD
# MsrA inh: bovine MsrA enzyme inhibitors, primary screen, biochemical, absorbance, HTS. purified bovine MsrA, absorbance read-out. inhibition, % at 15.5 µM. actives 0.75% (n = 360,000). AID 651718, 2012; in the data active = inhibition above about 4.5%;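 also: 0% = vehicle wells with enzyme and 100% = reference inhibitor wells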
# NadD inh: inhibitors of S. aureus NadD, primary screen, biochemical, colorimetric, uHTS | Nicotinate-nucleotide adenylyltransferase NadD (Staphylococcus aureus N315) | purified NadD enzyme, colorimetric absorbance read-out | inhibition, % at 20 µM | actives 0.78% (n = 360,000) | AID 602399, 2012; in the data active = inhibition above about 26%; also: some compounds past the cut are filed as inactive
# LMPTP block: LMPTP phosphatase inhibitors, primary screen, biochemical, fluorescence intensity, uHTS; Low molecular weight phosphotyrosine protein phosphatase (Homo sapiens), P24666; inhibition, % at 20 µM; actives 0.22% (n = 360,000); recombinant LMPTP-A, OMFP fluorogenic substrate;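 active = compounds that cut the enzyme signal by at least half of the control window in the single-dose screen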;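 also: plate controls were DMSO wells with enzyme plus substrate for no effect and substrate without enzyme for full effect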
#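 test system = LMPTP-A | amount = 0.625 nM LMPTP-A final | reagent = fluorogenic phosphatase substrate OMFP at 400 µM final | incubation = 50 min at room temperature | benchmarks = no-enzyme low control, uninhibited high control | medium = Bis-Tris pH 6.0, DTT, detergent | signal = fluorescence intensity of OMFP turnover product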
# STEP block: STEP phosphatase inhibitors, primary screen, biochemical, fluorescence intensity, uHTS | actives 0.25% (n = 360,000) | inhibition, % at 20 µM | Tyrosine-protein phosphatase non-receptor type 5 (Homo sapiens), P54829 | AID 588621, 2011 | recombinant STEP, OMFP fluorogenic substrate;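 active = inhibition at 20 µM, scaled per plate between control wells, above about 37%, limit read from the data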;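 also: 0% = DMSO with enzyme and substrate and 100% = substrate only without enzyme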
#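 System: isolated STEP enzyme; schedule: 20 min enzyme reaction at room temperature, protected from light; medium: Bis-Tris buffer pH 6.0, 2.5 mM DTT, 0.005% Tween 20; signal: fluorescence, 480/540 nm; dosing: single compound dose of 20 µM, 1% DMSO final; also added: OMFP substrate, 25 µM final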
# Rpn11 block: Rpn11 (PSMD14) deubiquitinase inhibitors, primary screen, biochemical, fluorescence polarization, uHTS; actives 0.59% (n = 360,000); human 26S proteasome, Ub4-pepOG fluorescence polarization; 20S core pre-blocked with epoxomicin; calls only at 20 µM; 26S proteasome non-ATPase regulatory subunit 14 (Homo sapiens), O00487;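 active = inhibition at 20 µM, scaled to each plate's controls, above about 33%, limit read from the data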
# Scp1 inh: Scp-1 phosphatase inhibitors, primary screen, biochemical, colorimetric, uHTS; Carboxy-terminal domain RNA polymerase II polypeptide A small phosphatase 1 (Homo …; Recombinant Scp1, phosphopeptide, malachite green phosphate absorbance; inhibition, % at 20 µM; actives 0.88% (n = 340,000);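 active = inhibition above about 50% at 20 µM, limit read from the data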;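 also: plate controls were DMSO wells with enzyme for no effect and wells lacking enzyme for full effect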
#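 Test system: SCP-1 phosphatase catalytic domain, residues 76-261; measured by: colorimetric phosphate reagent with accelerator and stabiliser, absorbance at 630 nm; timing: enzyme reaction 45 min at room temperature, colour 5 min, stabilisation 30 min; also added: Phosphorylated 17-residue peptide substrate; compound dosing: one concentration, 20 µM, with 1.0% DMSO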
# Starred values were filed as active, the others as inactive; i = inactive; . = not tested or not shown.
No.	smiles	SUMO1-SIM PPI	Tb MetRS inh	CSN deneddyl inh	DNMT1 inh	MsrA inh	NadD inh	LMPTP block	STEP block	Rpn11 block	Scp1 inh
1	Cc1c(-c2ccccn2)c(=O)[nH]n1-c1ccc(F)cc1	1	1.1	2	2	1.5	-1	0.2	2	i	-4
2	CC(=O)N1C[C@@H](CO)[C@@H](N(C)C(=O)C(C)(C)C)C[C@H]1c1ccccc1	5	0.1	2	4	-0.8	-6	-1.7	0	i	.
3	Cc1ccc(NC(=O)CSc2nnc(C)c(=O)n2N)cc1	0	-0.3	-4	1	-1.7	-11	-2.4	-5	i	-9
4	COC(=O)c1cn[nH]c1NC(=S)Nc1ccc(Cl)c(Cl)c1	3	-0.3	1	0	0.3	3	0.1	-2	i	2
5	CCn1cc(C(=O)O)c(=O)c2cc(F)c(N3CCN(S(=O)(=O)c4ccc5c(c4)OCCO5)CC3)cc21	5	-0.9	0	-1	1.1	9	62*	0	i	1
6	COCCn1c(=S)[nH]c2cc(C(=O)N3CCc4ccccc4C3)ccc2c1=O	3	0.2	1	0	-0.7	-3	-1.7	-4	i	-4
7	Cc1cc(C)n(CC(=O)N/N=C/c2c[nH]c3ccccc23)n1	1	0.1	-2	-3	0.0	-8	-2.4	-2	i	-7
8	C[C@H](CO)N1C[C@H](C)[C@@H](CN(C)Cc2ccc(-c3ccccc3)cc2)Oc2c(NC(=O)Nc3ccc4c(c3)OCO4)cccc2C1=O	2	-0.3	1	-18	0.1	0	4.7	1	i	-4
9	NC(Cc1ccc(C(F)(F)F)cc1)c1csc(Nc2cc(Oc3ccccc3)ncn2)n1 (centres undefined)	-41	-0.3	4	2	-0.1	11	-0.7	2	i	.
10	CCCOc1cccc(C(=O)N(Cc2ccco2)C2CCS(=O)(=O)C2)c1 (centres undefined)	0	-1.1	-2	2	-0.4	-6	-2.5	-9	i	-2
11	COc1ccc(NC(=O)NCc2ccccn2)c(OC)c1	1	-0.3	0	0	-0.8	2	-0.4	-4	i	1
12	C=COCCNC(=O)Nc1ccc(Cl)c(Cl)c1	-2	-0.8	0	6	0.0	3	-1.9	-2	i	4
13	COc1ccc(NC(=O)CCCNC(=O)c2ccc(Cl)cc2)cc1OC	0	-1.1	1	-1	0.2	-5	-0.9	1	i	-7
14	CCOC(=O)C1CCCN(C(=O)CNC(=O)c2nn(-c3ccc(OC)c(Cl)c3)c(=O)c3ccccc23)C1 (centres undefined)	-20	-0.6	2	-3	0.5	-6	-0.5	1	i	-10
15	CC12CCC(=O)N1C(C(=O)Nc1ccc(SC(F)F)cc1)CS2 (centres undefined)	2	0.1	2	0	1.6	1	-0.7	0	i	4
16	O=C(c1ccc(N2CCCCC2)c([N+](=O)[O-])c1)N1CCOCC1	-21	-0.6	1	-1	-0.4	4	-0.8	0	i	-2
17	Cc1ccc(C)c(CC(=O)N2CCCC(c3cc(C(=O)Nc4ccccc4Cl)no3)C2)c1 (centres undefined)	1	-0.3	0	-1	-0.6	-1	4.8	0	i	.
18	Cc1cc(Cl)c(S(=O)(=O)N2CCCC2)cc1OCC(=O)NC1CCCCC1	4	-0.7	-4	4	1.1	-1	-0.7	0	i	27
19	Cc1cc(=O)[nH]c(N/N=C/c2ccc(O)c(O)c2)n1	-35	-0.4	1	1	3.6	-6	-0.2	2	i	-2
20	Cc1cccc(Oc2cc(N)cc([N+](=O)[O-])c2)c1	-19	-0.2	5	-7	0.6	-3	0.1	-4	i	-1
21	COc1ccccc1-c1cc(C(=O)N2CCCC2)no1	0	-0.4	3	0	0.8	1	0.2	0	i	-6
22	O=C(COC(=O)COc1ccc(Cl)cc1Br)NC1CC1	6	0.0	-5	-2	-0.1	-1	-0.3	0	i	-4
23	CC(Oc1ccc(Br)cc1Br)C(=O)Nc1cccnc1 (centres undefined)	3	1.0	2	8	1.0	-4	1.0	-1	i	-2
24	COc1cc2c3nnc(-c4ccc(F)cc4)c-3cn(Cc3ccccc3F)c2cc1OC	-10	-0.9	92	13	0.5	15	16	3	.	-6
25	COc1ccc2c(c1)CC/C(=C/c1ccco1)C2=O	-13	-0.1	5	-3	1.1	-2	-0.5	2	i	-10
26	COCCn1c(-c2ccccc2Cl)nc2c(c(=O)c3ccccc3n2C)c1=O	5	0.0	-5	2	-0.1	4	-0.1	-2	i	-3
27	CC(OC(=O)Nc1ccccc1)C(=O)OC1CCCCC1 (centres undefined)	-2	-0.8	-3	12	0.5	1	0.0	-3	i	10
28	C[C@@H]1CN([C@@H](C)CO)C(=O)CCCn2cc(nn2)CO[C@H]1CN(C)S(=O)(=O)c1ccc2ccccc2c1	0	-1.5	3	5	-0.2	-1	-0.8	4	i	.
29	CCOC(=O)c1cnc(SCc2ccc(C(C)(C)C)cc2)nc1N	29	0.0	1	-6	0.7	13	4.7	16	i	5
30	COc1ccc(NC(=O)c2cc(-c3ccccc3)on2)cc1OC	1	-0.4	5	-6	-0.2	-1	0.7	-1	i	-2
31	CCOc1ccc(CCNC(=O)c2cccc(S(=O)(=O)N3CCN(C(C)=O)CC3)c2)cc1OCC	1	-0.6	-1	-2	-1.1	-3	1.3	-1	i	-4
32	O=C(CSc1ncn[nH]1)Nc1ncc(C(F)(F)F)cc1Cl	1	0.1	-1	4	3.6	2	0.6	0	i	-4

# Along the list, from the results shown:
# Compounds 24–31 in DNMT1 inh read 13, -3, 2, 12, 5, -6, -6, -2

# (listing goes on)
No.	smiles	SUMO1-SIM PPI	Tb MetRS inh	CSN deneddyl inh	DNMT1 inh	MsrA inh	NadD inh	LMPTP block	STEP block	Rpn11 block	Scp1 inh
33	COc1cccc2cccc(/C=N/n3cnnc3)c12	-12	-0.5	-2	3	0.6	-1	-0.5	1	i	-9
34	Cc1cccc(C)c1NC(=O)C1(N(C(=O)c2ccccn2)c2ccc(O)cc2)CCCCC1	1	0.2	-14	0	-0.9	-6	0.2	-2	i	-7
35	Oc1ccc(-c2n[nH]c(C(F)(F)F)c2-c2ccccc2)c(O)c1	1	-1.4	9	-16	1.9	-8	-12	-2	i	-1
36	COc1ccc(NS(=O)(=O)c2cccc(C(=O)N3CCN(c4ccccc4O)CC3)c2)cc1	3	-0.1	2	-8	1.2	6	1.6	-3	i	-2
37	O=[N+]([O-])c1ccc(O)c(/C=N/Nc2nn[nH]n2)c1	-9	-0.9	-2	-4	2.2	0	-1.2	-2	i	19
38	CC(C)(C)SCCNC(=O)c1ccc(Cl)c(S(=O)(=O)N2CCOCC2)c1	-2	0.7	2	-3	-0.3	3	0.0	-3	i	-5
39	CN(C(=O)CN1C(=O)NC(C)(CCc2ccccc2)C1=O)c1ccccc1 (centres undefined)	6	-0.5	-4	4	0.3	-8	-1.1	1	i	-6
40	COc1ccc(Cn2nnnc2CN2CCc3ccccc3C2)cc1	2	0.1	4	-1	0.9	2	-1.0	1	i	-6
41	COc1ccc(C(=O)N2CCCC(C)(C(=O)NS(=O)(=O)C3CC3)C2)c(OC)c1 (centres undefined)	3	-0.1	-2	3	-1.1	-1	-2.3	-3	i	.
42	O=C(CCNC(=O)c1ccco1)Nc1cccc(Br)c1	0	-0.2	-7	0	-0.9	1	-0.9	0	i	-10
43	CCc1nc(N2CCC3(CC2)OCCO3)c2nnn(Cc3ccccc3Cl)c2n1	0	-0.6	-1	-2	0.2	4	2.6	-3	i	7
44	COc1cc2c(cc1OC)-c1cc3ccc4c(c3c[n+]1CC2)OCO4	-38	0.0	-14	-3	3.5	3	3.3	-5	i	0
45	COc1ccc(C(=O)Nc2ccc(S(=O)(=O)Nc3nccc(C)n3)cc2)cc1	8	-0.4	-1	0	-0.9	-2	0.6	1	i	-10
46	CCS(=O)(=O)N1CCC(C(=O)Nc2cc([N+](=O)[O-])ccc2C)CC1	-14	-0.7	-5	0	-0.2	-3	3.8	4	i	-6
47	CC1CCN(CCOc2ccccc2-c2ccccc2)CC1	0	-1.7	2	1	0.1	-5	0.5	2	i	-8
48	N#C/C(=C\c1c[nH]c2ccccc12)C(N)=O	-32	1.2	-3	3	1.2	-7	-0.1	1	i	-11

# Some values from the list:
# For Scp1 inh, CC(C)(C)SCCNC(=O)c1ccc(Cl)c(S(=O)(=O)N2CCOCC2)c1 shows -5
# For Scp1 inh, COc1ccc(NC(=O)c2cc(-c3ccccc3)on2)cc1OC shows -2

# Other results:
No.	smiles	SUMO1-SIM PPI	Tb MetRS inh	CSN deneddyl inh	DNMT1 inh	MsrA inh	NadD inh	LMPTP block	STEP block	Rpn11 block	Scp1 inh
49	Cc1cccnc1CN1CCN(C(=O)CCc2nnc(CCc3ccccc3)o2)CC1	1	-0.4	2	-4	-0.3	-7	-0.4	-4	i	4
50	CCOC(=O)C1=CN(Cc2cccc(F)c2)S(=O)(=O)N(CC)C1c1ccccc1 (centres undefined)	3	0.2	2	-1	1.2	-7	1.3	2	i	-4
51	C/C(=N/NC(=O)c1ccc(Br)o1)c1cccc(NC(=O)c2ccc(F)cc2)c1	1	-0.4	-1	3	-0.3	2	0.0	0	i	-12
52	COc1cccc(OC)c1C(=O)NCCSC1CCCCC1	-4	-0.6	0	0	-0.8	-5	-1.1	0	i	-1
53	CCc1nc2ccc(C(=O)NCCOc3ccc(OC)cc3)cn2c1N(CC)CCN(C)C	-6	0.1	4	9	-0.2	-2	1.0	3	i	.
54	COC(=O)C1=C(C)Nc2ncnn2C1c1ccccn1 (centres undefined)	4	-0.2	3	1	0.7	1	-1.4	-3	i	-6

# High-throughput results from PubChem.
